Bioassay records from PubChem.
APP transl inh = APP translation inhibition; SH-SY5Y APP 5'UTR-luciferase reporter, luminescence; inhibition, % at 2 µM; hit rate 0.82% among 190,000; AID 1285;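 active = inhibition above a set limit, derived from the sample mean plus 3 SD, cut at about 45% in these data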; also: values of inactives mirror those of a sister screen read the other way
Hsp70 activator = Hsp70 transcriptional activation, primary screen. activation, % at 10 µM. AID 1203. hit rate 0.04% among 200,000. HeLa Hsp70 promoter luciferase reporter, luminescence; scaled: vehicle 0, proteasome-inhibitor control 100%;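 active = activation above the mean across all tested compounds plus 3 SD, cutoff set per campaign, cut at about 5.5% in these data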;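 also: 100% = MG132 at 30 µM as the positive control and 0% = DMSO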
STAT1 blocker = STAT1 signaling inhibition | inhibition, % at 5.5 µM | hit rate 0.35% among 200,000 | AID 920 | NIH 3T3 STAT1-luciferase reporter, IFN-gamma, luminescence;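 active = inhibition above a set limit, the mean inhibition across all tested compounds plus 3 SD, cut at about 34% in these data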;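 also: 0% = IFN-gamma with DMSO and 100% = IFN-gamma with 300 µM nifuroxazide; values of inactives mirror those of a sister screen read the other way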
Diaphorase inh = diaphorase inhibition or chemical oxidation counter-screen; diaphorase resazurin-to-resorufin fluorescence, NADH, 16 min; bacterial (C. kluyveri) enzyme, not human; hit rate 0.69% among 190,000; inhibition, % at 20 µM;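 active = primary screen inhibition at 20 µM above a set limit, cut at about 50% in these data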;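 also: plate controls were DMSO with full reaction for no effect and wells lacking NADH for full effect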
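Test system: bacterial diaphorase enzyme (C. kluyveri); Quantity: 0.14 U/mL diaphorase, enzyme working solution; Times: reaction incubation of 16 min at room temperature; Measured by: fluorescence of resorufin formed from resazurin, Ex 544/Em 590 nm; Benchmarks: positive control minus NADH, DMSO neutral control.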
STAT1 activator = STAT1 signaling activation | AID 932 | activation (% of control), % at 5.5 µM | hit rate 2.6% among 200,000 | NIH 3T3 STAT1-luciferase reporter, IFN-gamma, luminescence; 100% = IFN-gamma alone, no compound;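 active = activation above the screen-wide mean activation plus 3 SD, cut at about 130% in these data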;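 also: raw ratio to IFN-gamma control signal so 100% means no change and 0% no light; values of inactives mirror those of a sister screen read the other way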
TLR4 MyD88 comp = TLR4-MyD88 interaction inhibition in cells; O00206+Q99836; HeLa CL3-4 TLR4/MyD88 BLA complementation, FRET ratio; inhibition, % at 8.4 µM; hit rate 0.18% among 200,000; AID 861; in the data active = inhibition above about 25%;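 also: 0% = vehicle and 100% = reference inhibitor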
Target sequence (O00206 whole entry, looked up): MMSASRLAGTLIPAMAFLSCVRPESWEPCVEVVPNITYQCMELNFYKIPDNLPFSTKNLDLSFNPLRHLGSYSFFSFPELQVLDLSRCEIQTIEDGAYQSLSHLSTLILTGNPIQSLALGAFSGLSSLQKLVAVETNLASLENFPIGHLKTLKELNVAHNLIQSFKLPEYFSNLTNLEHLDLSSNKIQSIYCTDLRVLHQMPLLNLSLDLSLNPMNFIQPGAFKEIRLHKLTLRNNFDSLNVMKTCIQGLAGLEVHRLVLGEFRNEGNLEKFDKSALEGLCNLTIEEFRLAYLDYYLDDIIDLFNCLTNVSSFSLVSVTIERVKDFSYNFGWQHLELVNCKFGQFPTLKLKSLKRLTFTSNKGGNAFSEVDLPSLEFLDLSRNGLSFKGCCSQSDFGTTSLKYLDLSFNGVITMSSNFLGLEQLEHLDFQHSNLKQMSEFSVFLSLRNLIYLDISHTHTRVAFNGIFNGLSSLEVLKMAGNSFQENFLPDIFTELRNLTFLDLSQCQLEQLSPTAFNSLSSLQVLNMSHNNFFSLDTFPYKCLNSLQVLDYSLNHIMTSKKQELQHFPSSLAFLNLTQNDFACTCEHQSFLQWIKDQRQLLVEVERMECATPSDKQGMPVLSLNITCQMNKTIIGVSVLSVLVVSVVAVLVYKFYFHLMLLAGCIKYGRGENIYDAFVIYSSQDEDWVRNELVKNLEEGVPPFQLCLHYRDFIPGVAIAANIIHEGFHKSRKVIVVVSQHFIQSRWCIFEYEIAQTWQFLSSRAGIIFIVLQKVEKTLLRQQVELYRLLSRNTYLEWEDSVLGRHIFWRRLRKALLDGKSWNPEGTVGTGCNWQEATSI
Target sequence (Q99836 whole entry, looked up): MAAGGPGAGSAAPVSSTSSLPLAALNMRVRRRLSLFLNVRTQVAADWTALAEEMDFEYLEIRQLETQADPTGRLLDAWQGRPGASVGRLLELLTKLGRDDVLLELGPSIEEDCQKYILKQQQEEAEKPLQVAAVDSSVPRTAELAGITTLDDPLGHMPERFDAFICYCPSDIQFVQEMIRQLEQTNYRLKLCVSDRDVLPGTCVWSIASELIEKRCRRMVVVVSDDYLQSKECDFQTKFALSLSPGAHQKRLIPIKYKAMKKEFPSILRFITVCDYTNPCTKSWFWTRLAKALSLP
Diaph act CS = activates diaphorase or chemically reduces, flagging diaphorase assay artifacts; Diaphorase/resazurin coupled assay, resorufin fluorescence, 16 min; hits give high values; 1 = vehicle wells, 0 = NADH-free wells; activation factor at 20 µM; hit rate 0.005% among 190,000; AID 1229;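 active = diaphorase activity raised at least twofold by the compound at 20 µM; inactive = activation factor below 2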
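Assay system: bacterial diaphorase enzyme (C. kluyveri) / Input: enzyme 0.07 U/mL final / Medium: 50 mM HEPES pH 7.4 with 4.542 mM MgCl2, 0.005% Tween 20 / Doses: single compound dose of 20 µM, 1% DMSO final / Incubation: 16 min enzyme reaction, ambient temperature / Signal: fluorescence, excitation 544 nm and emission 590 nm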
G6PDH counter = counter-screen for G6PDH assay hits: L. mesenteroides G6PDH inhibition; Purified L. mesenteroides G6PDH, diaphorase/resazurin coupled fluorescence, 45 min; hit rate 0.12% among 200,000; inhibition, % at 5 µM; in the data active = inhibition above about 50%
STAT3 blocker = inhibitors of IL-6 induced STAT3 signaling | hit rate 0.89% among 190,000 | inhibition, % at 5.5 µM | U3A cells, IL-6 STAT3-luciferase reporter, luminescence; host cell line lacks STAT1;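 active = inhibition above the mean inhibition across all screened compounds plus 3 SD, cut at about 44% in these data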;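 also: 0% = DMSO only wells and 100% = 100 µM nifuroxazide control wells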
STAT3 act = STAT3 signaling activation; U3A cells, IL-6 STAT3-luciferase reporter, luminescence; 100% = signal with IL-6 EC80 alone; activation (% of control), % at 5.6 µM; hit rate 0.91% among 190,000;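 active = activation above the screen-wide mean of compound activation plus 3 SD, cut at about 130% in these data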;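 also: 0% = background luminescence of wells with medium and substrate only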
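Assay system – human STAT1-deficient U3A cells with stable STAT3-luciferase reporter · Also added – IL-6 (33 ng/mL) · Schedule – compound 1 h, then IL-6 6 h at 37 °C · Technique – reporter luminescence signal · Evaluation – % activation versus median of IL-6-stimulated wells · Benchmarks – IL-6-only wells as 100% reference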
* hit, by the source's call; / = no result given.

SMILES	APP transl inh	Hsp70 activator	STAT1 blocker	Diaphorase inh	STAT1 activator	TLR4 MyD88 comp	Diaph act CS	G6PDH counter	STAT3 blocker	STAT3 act
COC(=O)N/N=C1/C/C(=N\NC(=O)OC)c2ccccc21	3	-0.2	8	21	90	-6	0.8	-4	-18	119
O=C(O)c1sc2cc(C(F)(F)F)cnc2c1-c1cccs1	-3	-0.2	-8	12	107	-17	0.9	5	-1	101
CCOC(=O)CSc1nnc(CNC(=O)c2cccs2)n1-c1cc(C)ccc1C	8	-0.3	5	17	96	-17	0.8	3	13	97
COc1ccccc1NC(=O)N1CCCC1C(=O)Nc1ccc2c(c1)OCO2 (configuration not stated)	-16	-0.1	-2	7	102	-9	0.9	2	5	98
CCCNC(=S)NCCN1CCCCC1	3	-0.3	6	8	104	0	0.9	1	2	101
c1ccc(-n2cnnc2SCc2cn3ccccc3n2)cc1	8	0.1	3	8	98	6	0.9	-3	7	99
COc1ccc(C2=[N+]([O-])C(C)(C)N(O)C2C)cc1 (configuration not stated)	12	-0.4	0	5	100	0	1	-1	-2	104
COc1cccc(NC(=S)N2CCN(C/C=C/c3ccccc3)CC2)c1	-10	-0.5	3	15	97	6	0.8	6	24	85
Cc1ccc(NC(=O)NC2C(NC(=O)Nc3ccc(C)cc3)N(C)C(=O)N2C)cc1 (configuration not stated)	-14	0.1	1	6	99	-7	0.9	-3	9	94
CCC(Sc1nc2ccccc2s1)C(=O)Nc1nnc(C)s1 (configuration not stated)	11	-0.1	5	5	95	-6	0.9	0	-13	114
CC(C)NC(=O)Cn1c(SCC(=O)N2CCCCCC2)nc2ccccc21	0	0.2	10	5	91	8	1	-2	5	101
CCN(Cc1ccncc1)Cc1cn[nH]c1-c1ccc(OC)cc1F	8	-0.3	9	24	90	-5	0.8	21	9	95
Cc1cccc(C)c1NC(=O)CSc1ccc([N+](=O)[O-])cn1	-14	-0.3	-5	9	105	-15	0.9	-7	4	97
C1CCc2c(nc3nnnn3c2NC2CCCC2)C1	7	-0.4	7	4	94	-3	1	6	12	93
CCCCN(CCCC)C(=O)CSc1nnc2n(C)c(=O)c3c4c(sc3n12)CCCC4	10	0.0	7	35	93	-8	0.7	12	14	91
COc1cc(C(=O)Oc2ccc3c(c2)OCC3=O)cc(OC)c1OC	13	-0.2	24	-2	78	-9	1	2	6	98
COC(=O)c1ccc(-c2ccc(Cl)cc2)nc1C	-179	0.1	-97	11	186*	5	0.9	2	10	95
CCOc1ccc(S(=O)(=O)N2CCN(c3ccccc3OC)CC2)c2cccnc12	-6	-0.3	13	26	88	6	0.7	10	4	100
COC(=O)c1ccccc1Oc1ccc(NC(=O)C(C)(C)CCl)cc1	-14	-0.2	-4	4	102	-3	1	-5	6	105
CCOCCCNC(=O)C(c1ccc(C)cc1)N(Cc1cccs1)C(=O)CNC(C)=O (configuration not stated)	5	0.1	2	16	98	-11	0.8	-11	15	94
CC(C)(C)C(=O)Nc1ccnc(-c2cccnc2)n1	-14	0.0	0	2	100	-8	1	2	9	97
Cc1cccc(CSc2ncnc3ccccc23)c1	27	0.2	-25	8	124	4	0.9	2	10	95
COC(=O)N1N=C(c2ccccc2)CC1(O)C(F)(F)F (configuration not stated)	-33	0.0	-12	2	111	7	1	5	2	104
O=C1/C(=C/c2ccc(N3CCCC3)cc2)NC(=S)N1C1CC1	-35	-0.4	-17	4	116	2	1	11	10	91
Cc1c(N=C/C=C/c2ccccc2)c(=O)n(-c2ccccc2)n1C	9	0.0	4	10	97	-10	0.9	-1	12	93

Going on with the list:
SMILES	APP transl inh	Hsp70 activator	STAT1 blocker	Diaphorase inh	STAT1 activator	TLR4 MyD88 comp	Diaph act CS	G6PDH counter	STAT3 blocker	STAT3 act
CSc1c(CC(=O)Nc2ccccc2)n(Cc2ccccc2)c2ccccc12	-18	-0.1	-4	9	103	-5	0.9	0	-4	108
Cc1ccc(-c2cc(C(=O)N/N=C/c3c[nH]c4ccccc34)n[nH]2)o1	0	-0.1	0	7	100	-20	0.9	-67	3	99
O=[N+]([O-])c1ccc(OS(=O)(=O)Cc2ccccc2)cc1	-28	-0.2	-3	13	102	-7	0.9	4	27	81
COc1ccc(NC(=O)C2CC(=O)N(Cc3ccc(C)cc3)C2)cc1S(=O)(=O)N1CCCCC1 (configuration not stated)	-20	-0.2	6	16	94	-7	0.8	2	12	97
CCN1C(=O)/C(=C\N(C(C)=O)c2ccccc2)OC1=S	6	-0.1	4	9	93	2	0.9	14	26	81
O=C(Cc1ccc(Br)cc1)Nc1ccc(S(=O)(=O)NCC2CCCO2)cc1 (configuration not stated)	11	-0.2	10	19	89	-7	0.8	14	13	95
CCOC(=O)Cc1csc(Nc2c(C)n(C)n(-c3ccccc3)c2=O)n1	12	-0.1	0	26	100	9	0.7	1	-1	106
CC1(C)N=C(SCC(=O)Nc2ccc(Cl)cc2)C(c2ccccc2)=N1	0	-0.7	4	15	97	3	0.9	-2	4	101
COC(=O)[C@H](CCSC)NC(=O)N1CCN(c2cccc(C(F)(F)F)c2)CC1	5	0.3	-2	12	102	7	0.9	2	6	98
Cc1ccc(S(=O)(=O)NCCC(=O)Nc2ccc(C)cc2C(=O)c2ccccc2)cc1	10	-0.4	-6	17	106	-5	0.8	-6	2	101
CCCCCn1c(C(C)NC(=O)CCC)nc2ccccc21 (configuration not stated)	10	-0.4	1	-1	99	1	1	-5	10	96
Cc1ccc(NC(=O)NCc2c(C)nn(C)c2C)cc1Cl	-86	-0.3	-33	7	128	-1	0.9	3	-18	117
CSC1=NCCN1C(=O)Cc1ccc(-c2ccccc2)cc1	-19	-0.1	-3	15	102	17	0.8	3	11	95
O=C(CN(CC1CCCO1)C(=O)CNS(=O)(=O)c1ccc(Cl)cc1)NCCc1ccccc1 (configuration not stated)	-1	-0.1	1	10	99	6	0.9	4	5	99
CCCC(C(=O)NCc1ccco1)N(C(=O)CNS(=O)(=O)c1ccc(Cl)cc1)C1CCCC1 (configuration not stated)	-16	-0.2	1	24	99	0	0.8	-8	-1	102
Cc1ccc(C(=O)CSc2ccccn2)cc1	-81	0.3	-29	-6	127	5	1.1	5	13	93
O=C(O)C1=C(OCc2ccccc2)C(=O)NCC1	-27	-0.2	-4	4	103	13	1	7	1	103
CC1CC(C)(C)NC(=S)N1CCC(=O)NCCc1ccc(Cl)cc1 (configuration not stated)	14	-0.1	-1	5	100	0	0.9	1	9	99
COc1nc(OC)nc(Oc2ccc(Cl)cc2[N+](=O)[O-])n1	5	0.0	8	20	93	-8	0.8	2	-8	111
CCOc1ccccc1CNCc1ccc(C(=O)O)cc1	0	0.3	4	6	97	1	0.9	8	9	100
Nc1nc(Sc2ccc(C(F)(F)F)cn2)n[nH]1	-4	-0.2	7	20	94	-13	0.8	9	3	101
COc1ccc(CN(CCC(c2ccc(F)cc2)C2CCOC(C)(C)C2)C(=O)c2ccco2)cc1 (configuration not stated)	3	-0.2	1	24	99	-8	0.8	7	-8	109
C=CCN1C(=O)c2ccccc2Sc2ccc(C(=O)N3CCN(C)CC3)cc21	/	-0.4	-2	-1	102	1	1	4	14	93
CCn1c(=O)cc(OCC(=O)Nc2cc(C)ccn2)c2ccccc21	-12	-0.3	6	5	94	1	1	2	17	89
CC1CCN(C(=O)CSCC(=O)Nc2nc(-c3cccs3)cs2)CC1	-13	0.1	2	24	99	4	0.8	1	-5	104

Structures listed so far that contain a furan ring, fused or not, in the order listed:
SMILES	APP transl inh	Hsp70 activator	STAT1 blocker	Diaphorase inh	STAT1 activator	TLR4 MyD88 comp	Diaph act CS	G6PDH counter	STAT3 blocker	STAT3 act
Cc1ccc(-c2cc(C(=O)N/N=C/c3c[nH]c4ccccc34)n[nH]2)o1	0	-0.1	0	7	100	-20	0.9	-67	3	99
CCCC(C(=O)NCc1ccco1)N(C(=O)CNS(=O)(=O)c1ccc(Cl)cc1)C1CCCC1 (configuration not stated)	-16	-0.2	1	24	99	0	0.8	-8	-1	102
COc1ccc(CN(CCC(c2ccc(F)cc2)C2CCOC(C)(C)C2)C(=O)c2ccco2)cc1 (configuration not stated)	3	-0.2	1	24	99	-8	0.8	7	-8	109

(list continues)
SMILES	APP transl inh	Hsp70 activator	STAT1 blocker	Diaphorase inh	STAT1 activator	TLR4 MyD88 comp	Diaph act CS	G6PDH counter	STAT3 blocker	STAT3 act
O=C1CN(C(=O)c2cc3ccccc3oc2=O)C(c2ccccc2)c2cc(F)ccc2N1 (configuration not stated)	-31	-0.1	2	20	99	-6	0.8	18	-2	101
CC(=O)/C(=N\Nc1ccccc1)Sc1nnc(-c2ccccc2)n1-c1ccccc1	6	-0.4	4	-13	97	2	1.1	7	16	89
CCOc1ccc(-n2c(SCc3ccc([N+](=O)[O-])cc3)nnc2-c2ccc(OC)cc2)cc1	-10	-0.3	-6	3	105	13	1	8	-3	105
Cc1ccsc1/C=C/c1ccc2cccc(O)c2n1	-148	0.0	3	15	97	0	0.9	13	-55	154*
Cc1cccc(C)c1NC(=S)N(CCCN1CCN(C)CC1)Cc1cccs1	-19	0.3	5	14	95	-29	0.9	1	17	88
Cc1ccc(NC(=O)CSc2nc(CSc3ccc(C)cc3)cc(=O)[nH]2)cc1	-8	-0.1	1	12	100	5	0.9	20	6	100
CCOC(=O)N1CCN(C(c2cccc(OC)c2)c2sc3nc(C)nn3c2O)CC1 (configuration not stated)	10	-0.1	6	12	94	0	0.9	-4	10	95
Cc1ccsc1/C=N\NC(=O)c1cc(C(C)(C)C)[nH]n1	-85	0.0	-60	-14	156*	-21	1.1	9	-6	115
CCOC(=O)CSc1nnc(CNC(=O)c2cc(OC)c(OC)c(OC)c2)n1C	2	-0.2	-1	13	101	-4	0.9	-1	13	97
Cc1cc(C(=O)COC(=O)CNC(=O)c2ccc(Cl)c(Cl)c2)c(C)n1Cc1ccco1	-5	0.0	-3	12	103	0	0.9	-18	-1	99
O=C(O)CCC(=O)N1CCc2cc(S(=O)(=O)N3CCC(Cc4ccccc4)CC3)ccc21	-14	-0.3	5	-4	96	7	1	1	6	99
COc1ccc(OC2C(=O)N(Cc3ccc(F)cc3)C2c2cc(OC)c(OC)c(OC)c2)cc1 (configuration not stated)	10	-0.2	20	18	82	-4	0.8	32	7	98
COc1ccc2[nH]c(=O)c(CN(C(=O)c3ccccn3)c3ccccc3)cc2c1	-6	-0.3	7	25	94	-4	0.8	1	15	94
COc1cc(Nc2nnc(C)s2)c(Cl)cc1Cl	-2	0.3	-2	4	102	1	1	3	24	82
O=C(NCCCn1ccnc1)C(=O)NCC1OCCN1S(=O)(=O)c1ccc(Cl)cc1 (configuration not stated)	10	-0.1	-4	-11	103	6	1.1	14	-3	103
CCOC(=O)/C=C/C(=O)N1CCc2ccccc21	2	-0.1	3	13	97	22	0.9	6	-1	111
